# High-throughput results deposited in PubChem by National Center for Advancing Translational Sciences (NCATS).
# GLP1R cytotox – qHTS of GLP-1 Receptor Inverse Agonists: Cytotox Screen; Potency, µM (highest dose often 38.3 µM), inactives show at the highest dose activity change, negative = inhibition, actives largely listed as inhibitors; actives 0.13% (n = 410,000); HEK293 cAMP-luciferase reporter cells, luminescence, 24 h;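 further: loss of luciferase light is scored as toxicity; potency means the concentration at half of the fitted maximal effect; on the % scale 0 is the no-effect control and ±100 the full control effect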
#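 Seeding density was 200 cells/uL; after overnight-length (12 h) culture, 23 nL compounds went on for 24 h at 37 °C. Readout used a luciferase detection reagent, luminescence taken after 12 min at room temperature.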
# Akt phos inh – HTS Assay for Inhibitors of Akt Phophorylation: Primary Screen. Neuro2A IGF-stimulated pAkt S473 HTRF, 20 min; active compounds read low. activity change, % for hits at 50 µM. actives 0.32% (n = 360,000). AID 651550, 2012; in the data active means activity change below about -80%; inconclusive means mostly about -51% to -80%; further: on the % scale 0 is the no-effect control and ±100 the full control effect
#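 Single-point screen (50 µM final compound) in Neuro2A cells stimulated 20 min with 6 nM IGF at 37 deg C. After lysis, Ser473-phosphorylated Akt read by HTRF (ex 330 nm, em 615/665 nm) as the 665/615 ratio.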
# FUS suppressor – qHTS for Suppressors of FUS Proteinopathy: Primary screen using FUS-linked yeast assay; S. cerevisiae FUS-expressing, growth rescue, OD600, 24 h; actives 0.24% (n = 390,000); Potency, µM (doses to about 76.6 µM), for the others: at the highest dose growth rescue (activation), hits mostly activators;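 further: potency means the concentration at half of the fitted maximal effect; plate controls were DMSO vehicle for no effect and reference control for full effect; nearly all actives have a fitted effect of over 55% in size; some results filed as inactive show a strong effect at the top dose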
#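 Restored growth of FUS-toxic S. cerevisiae, read as 600 nm absorbance after 24 h at 30C in galactose medium (starting OD 0.005). Controls CP55940 and DMSO.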
# PTHR1 ag – qHTS for PTHR1 Agonists: Primary Screen; Potency, µM (titrated, usually from 115 µM), inactives show at the top dose activation, most hits filed as activators; actives 0.075% (n = 410,000); AID 743266, 2014; Parathyroid hormone/parathyroid hormone-related peptide receptor (Homo sapiens), Q03431; HEK293 GP2 PTHR1 cells, GloSensor cAMP luminescence, 1 h; further: potency means the concentration at half of the fitted maximal effect; nearly all actives have a fitted effect of over 55% in size; some results filed as inactive show a strong effect at the top dose; inactives centre near -15; many of its hits are not listed in these tables
# Target sequence (Q03431 whole entry, looked up): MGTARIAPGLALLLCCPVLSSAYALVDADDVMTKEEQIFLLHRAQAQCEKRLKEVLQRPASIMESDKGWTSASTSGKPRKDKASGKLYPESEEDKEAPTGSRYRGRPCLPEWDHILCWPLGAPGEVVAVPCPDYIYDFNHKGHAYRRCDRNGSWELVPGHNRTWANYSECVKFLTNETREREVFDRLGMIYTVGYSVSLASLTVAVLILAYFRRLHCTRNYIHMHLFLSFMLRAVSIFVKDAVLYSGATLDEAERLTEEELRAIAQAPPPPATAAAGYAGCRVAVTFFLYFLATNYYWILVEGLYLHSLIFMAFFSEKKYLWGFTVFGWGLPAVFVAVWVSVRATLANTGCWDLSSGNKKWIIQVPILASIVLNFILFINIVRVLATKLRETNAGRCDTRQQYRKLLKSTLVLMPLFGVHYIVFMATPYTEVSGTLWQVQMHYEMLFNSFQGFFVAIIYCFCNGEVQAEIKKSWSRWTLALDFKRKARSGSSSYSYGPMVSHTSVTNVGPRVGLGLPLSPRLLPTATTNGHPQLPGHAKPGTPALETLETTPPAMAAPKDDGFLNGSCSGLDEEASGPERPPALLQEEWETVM
#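 HEK-293-derived GP2 cells expressing PTHR1 and a GloSensor cAMP reporter, 3,000/well, plated overnight, given luciferin plus IBMX (each 0.5 mM as added) for 1 h at 37 °C, then compound for 1 h at 37 °C. Luminescence was read after 15 min at room temperature.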
# TDP-43 yeast inh – qHTS of TDP-43 Inhibitors; TDP-43 expressing yeast growth rescue, BacTiter-Glo, 24 h; Potency, µM (highest dose often 46.1 µM), for the others: at the top dose growth rescue (activation), usual class: activators; actives 1.8% (n = 410,000); AID 652104, 2013; further: potency means the concentration at half of the fitted maximal effect; % of control where 0% means no effect; nearly all actives have a fitted effect of over 50% in size
#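 Luminescence from BacTiter-Glo reports growth of TDP-43-expressing yeast after 24 hr at 30 deg C with compound. Cells were raffinose-pregrown to mid-log, then seeded in galactose medium at OD600=0.02.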
# GLP-1R inv ag – qHTS of GLP-1 Receptor Inverse Agonists (Inhibition Mode); Glucagon-like peptide 1 receptor (Homo sapiens), P43220; HEK293 GLP-1R CRE-luciferase, luminescence, 24 h; GLP-1R form is constitutively active; Potency, µM (series often up to 38.3 µM), inactives show at the top dose activity change, negative = inhibition, hits mostly inhibitors; actives 1.6% (n = 410,000); AID 624417, 2012; further: potency means the concentration at half of the fitted maximal effect; on the % scale 0 is the no-effect control and ±100 the full control effect; nearly all actives have a fitted effect of over 55% in size
# Target sequence (P43220 whole entry, looked up): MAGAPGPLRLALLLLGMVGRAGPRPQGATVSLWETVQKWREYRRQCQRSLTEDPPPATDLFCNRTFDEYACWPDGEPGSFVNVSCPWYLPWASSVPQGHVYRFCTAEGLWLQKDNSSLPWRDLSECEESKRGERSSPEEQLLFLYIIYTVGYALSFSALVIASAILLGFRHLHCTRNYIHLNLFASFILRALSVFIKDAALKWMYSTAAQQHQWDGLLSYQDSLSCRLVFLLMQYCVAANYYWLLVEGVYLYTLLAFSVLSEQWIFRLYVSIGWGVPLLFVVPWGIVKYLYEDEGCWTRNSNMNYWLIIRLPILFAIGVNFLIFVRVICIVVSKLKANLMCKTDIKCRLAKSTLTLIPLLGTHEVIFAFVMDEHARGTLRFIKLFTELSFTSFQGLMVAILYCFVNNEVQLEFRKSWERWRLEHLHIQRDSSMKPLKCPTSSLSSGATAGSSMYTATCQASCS
#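 HEK293 cells stably co-expressing a cAMP-responsive luciferase reporter and constitutively active GLP-1R were seeded, incubated 12 h, then exposed to compounds for 24 h at 37 C. Luminescence was read 12 min after detection reagent; inverse agonists lower signal.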
# Abeta yeast res – qHTS for compounds that reverse cellular toxicity of Amyloid beta (A-beta) peptide in yeast: Primary Screen; yeast expressing A-beta42, growth rescue, OD600, 48 h; response scale: 0% DMSO, 100% iron-clioquinol control; Potency, µM (doses to about 46.1 µM), for the others: top-dose growth rescue, hits mostly activators; actives 0.063% (n = 410,000); AID 1347071, 2019; further: potency means the concentration at half of the fitted maximal effect; nearly all actives have a fitted effect of over 55% in size
#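 Growth rescue measured by 600 nm absorbance after 48 h yeast culture at 30 C with compound. Values normalized between DMSO and an equimolar ferric chloride plus clioquinol control.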
# aSyn yeast inh – qHTS of alpha-syn Inhibitors | Yeast expressing alpha-synuclein, growth rescue, BacTiter-Glo, 24 h | Potency, µM (doses to about 46.1 µM), inactives show at the top dose growth rescue (activation), actives largely listed as activators | actives 0.14% (n = 370,000) | AID 652106, 2013; further: potency means the concentration at half of the fitted maximal effect; % of control where 0% means no effect; nearly all actives have a fitted effect of over 65% in size
#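 Rescue of yeast growth: cells expressing toxic alpha-synuclein, induced in galactose at OD600 0.02, incubated with compound 24 h at 30 C. ATP luminescence quantified growth; inhibitors of toxicity appear as activators.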
# MmCpn inh – Inhibitors of TCP-1 ring complex (TRiC) of Methanococcus maripaludis (MmCpn): qHTS. Chaperonin Mm-Cpn (Methanococcus maripaludis). purified Mm-Cpn ATPase, ADP Transcreener TR-FRET. Potency, µM (highest dose often 76.9 µM), inactives show top-dose activity, negative = inhibition, actives largely listed as inhibitors. actives 0.031% (n = 330,000). AID 504842, 2011; further: potency means the concentration at half of the fitted maximal effect; on the % scale 0 is the no-effect control and ±100 the full control effect; nearly all actives have a fitted effect of over 80% in size
#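 Measured: ADP formation by purified Mm-CPN. Conditions: 25 nM protein, 10 uM ATP, Tris pH 7.4 with Mg2+, K+ and DTT, 37°C for 30 min. Detection: Transcreener HTRF after 30 min at room temperature.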
# Active calls of the source: *; i = inactive; ? = inconclusive; . = not tested or not shown; & = joins results of further samples; [ ] = dose if it differs, or a comment. Unless noted, the call rests on the fitted dose curve; in most records, active means well fitted curve in the direction sought with a large enough effect; inconclusive means small, poorly fitted or top-dose-only effect, or another doubt; inactive means no such curve, though single readings can be large; an effect the other way counts as inactive or inconclusive. Only part of the results is shown. The share of hits here may be higher or lower than overall.
SMILES,GLP1R cytotox,Akt phos inh,FUS suppressor,PTHR1 ag,TDP-43 yeast inh,GLP-1R inv ag,Abeta yeast res,aSyn yeast inh,MmCpn inh
CC(=O)c1ccc(OCCCC(=O)NCc2nnc3ccccn23)cc1,0%,i,-8%,i,-9%,35%,-2%,-6%,1%
Cc1cc(=O)[nH]c2c3ccccc3nn12,-2%,i,-41%,-3%,23%,19%,-3%,-9%,-1%
CCCCC(=O)Nc1ccc(C(=O)NNC(=O)c2ccccc2Br)cc1,13%,i,?,-13%[57.5 µM],-18%,-12%,-10%,1%,0%
Cc1ccc(C(=O)OCC(=O)Nc2ccc3[nH]c(=O)[nH]c3c2)o1,9%,i,22%,-17%,-28%,17%,-14%,-3%,1%
COc1ccc(NC(=O)CN(C)S(=O)(=O)c2ccc(Cl)cc2)cn1,-19%,i,-16%,0%,12%,-23%,-17%,4%,-1%
CCOC(=O)c1c(C)[nH]c(C(=O)N(C)CC(=O)Nc2ccc(OCC)c(OCC)c2)c1C,-8%,i,-23%,-20%,20%,10%,0%,-1%,.
Cc1cc(C)cc(NC(=O)NCC(O)COc2ccc([N+](=O)[O-])cc2)c1 (stereo not given),2%,i,-4%,-30%,10%,8.9µM*,12%,-1%,0%
CCn1c(=O)c2cc(C(=O)Nc3cccc(C(C)=O)c3)sc2c2ccccc21,-7%,i,-12%,i,6%,18%,-3%,-2%,-4%
O=C1CC[C@@H](OCc2ccccc2)CCN1CC[C@H](Sc1ccccc1)c1ccccc1,-10%,i,31%,-10%,9%,?,5%,?,-6%
CN(C(=O)c1cccc(NC(=O)Cc2ccc(NC(=O)C3CCN(S(=O)(=O)c4cccc([N+](=O)[O-])c4)CC3)cc2)c1)C1CC1,8%,i,?,-22%,6%,30%,3%,0%,.
CC(=O)NC(c1ccccc1)c1nc(-c2ccc(F)c(Cl)c2)cs1 (stereo not given),-5%,i,0%,-8%,?,19%,21%,0%,.
COc1ccc(C(CCN2CCCC(C)C2)c2c(OC)cc(OC)c3c(C)cc(=O)oc23)cc1 (stereo not given),?,i,10%,-43%[inhibitor],7%,14%,0%,0%,0%
COc1cc(C(=S)N2CCOCC2)ccc1OC(=O)Cc1ccc(F)cc1,0%,i,.,-1%,26%,0%,0%,14%,3%
COc1ccc(/C=C/c2nnc(NC(=O)C(C)(C)C)s2)cc1,4%,i,3%,-13%,?,-39%,10%,2%,0%
O=C(Nc1ccccc1F)c1ccn[nH]1,3%,i,-14%,-17%,-9%,39%[activator],-10%,-2%,-3%
CCCc1nnc(NC(=O)CSc2nnc(-c3ccco3)n2C)s1,5%,i,22%,-7%,-13%,8%,0%,-6%,-1%
CSc1ccc(S(=O)(=O)N(CC(=O)NCc2ccccn2)c2ccc(C)cc2)cc1,?,i,-60%[inhibitor],19%,-38%[inhibitor],?,-9%,0%,0%
O=C(CNS(=O)(=O)c1cccc(C(F)(F)F)c1)Nc1ccccc1F,10%,i,13%,i,-6%,-17%,4%,-4%,-6%
COC(=O)c1ccccc1S(=O)(=O)N(CCCN1CCOCC1)Cc1cccs1,11%,i,11%,i,13%,2%,7%,0%,0%
COC(=O)c1cccc(OCC(O)Cn2cnc3cc(C)c(C)cc32)c1 (stereo not given),6%,i,3%,?,-8%,0%,9%,-1%,1%
O=C(c1cc(C(=O)NCCc2ccccc2)c(=O)n(CCc2ccccc2)c1)c1cc(Cl)ccc1O,10%,i,.,-42%[inhibitor],13%,?,3%,0%,-11%
COCCOC(=O)c1c(C)oc2ccc(NS(=O)(=O)c3ccc(F)cc3)cc12,-8%,i,22%,-20%,10%,?,5%,8%,3%
COc1ccccc1N1CCN(C(=O)CN2C(=O)COc3ccc(S(=O)(=O)N4CCC(C)CC4)cc32)CC1,-3%,.,-8%,-13%,0%,16%,-7%,11%,.
Cc1cccc(Nc2nc(NCc3ccco3)nc(N)c2[N+](=O)[O-])c1,-2%,i,7%,i,3%,55%[activator],11%,5%,2%
CCOC(=O)CCCNC(=O)COC(=O)[C@@H]1CCCN1S(=O)(=O)c1ccc(Cl)cc1,26%,i,.,-29%,-4%,13%,-5%,0%,0%
Cc1ccc(S(=O)(=O)NCC2(c3ccccc3)CCOCC2)cc1,-3%,i,-33%,-5%,1%,-9%,-4%,-5%,-4%
Fc1ccc(NCc2cccnc2)cc1F,-5%,.,56%,14%[57.5 µM],-21%,-7%,-31%,2%,-2%
COc1ccccc1/C=C/CN1CCCCC1,0%,i,-1%,i,6%,12%,3%,3%,1%
CC(=O)NC(CCC(=O)O)C(=O)O (stereo not given),2%,i,-29%,-2%,15%,3%,-2%,1%,.
Nc1c(C(=O)CSc2nc(-c3ccccc3)cs2)c(=O)[nH]c(=O)n1C1CC1,0%,i,5%,-25%,-4%,-18%,-1%,-21%,0%
CCc1c(C(C)=O)oc2ccc3c(C)cc(=O)oc3c12,-1%,i,-5%,i,-41%[inhibitor],17%,-21%,0%,0%[15.4 µM]
CCC(=O)Nc1ccc2c(c1)nc1n2CCN(C2CCCCC2)C1,1%,i,8%,i,9%,6%,-17%,0%,-2%
Cn1cnc([N+](=O)[O-])c1Sc1ncn[nH]1,-14%,i,-27%,-33%[inhibitor],11%,14%,4%,2%,0%
Cc1cccc(COc2ccc(/C=N/NC(=O)c3nnn(-c4nonc4N)c3C)cc2)c1,-5%,i,-1%,i,25%,5%,11%,9%,0%
CCOc1ccc(S(=O)(=O)NCCC(=O)N2CCN(c3ncccn3)CC2)cc1,-10%,i,.,-3%,10%,13%,4%,-1%,-13%
COc1ccc(C(=O)NCCn2cc(SCC(=O)NCC3CCCO3)c3ccccc32)cc1 (stereo not given),0%,i,21%,i,11%,-26%,5%,-4%,0%
O=C(CN1C(=O)NC2(CCCCC2)C1=O)Nc1ccc2[nH]c(=O)[nH]c2c1,-4%,i,8%,-24%,-2%,4%,-17%,-7%,0%
CN(C(=O)CSC1=Nc2ccccc2C2=NC(c3ccccc3)C(=O)N12)C1CCCCC1 (stereo not given),?,i,38%,i,18%,125%[activator],10%,3%,-9%
O=C(CN1C(=O)NC2(CCCC2)C1=O)OCCOc1ccc(F)cc1,-4%,i,4%,-25%,-14%,?,1%,-3%,2%
COC(=O)c1cc2occc2n1Cc1nc(-c2cccc(Cl)c2)oc1C,8%&4%,i,2%&-14%,-12%,24%&17%,10%&5%,11%&3%,11%,1%
CN1C(=O)CC(N2CCN(C(=O)c3ccccc3)CC2)C1=O (stereo not given),11%,i,.,-17%,-2%,-9%,-4%,-8%,2%
Cc1ccc(Nc2n[nH]c(C)c2[N+](=O)[O-])cc1,-5%,i,-1%,-55%[inhibitor],-14%,8%,-26%,-16%,1%
COc1ccc(/C=C/C(=O)NCc2ccc(F)cc2)cc1S(=O)(=O)N1CCOCC1,2%,i,17%,i,-3%,2%,8%,3%,2%
Cc1[nH]c2ccccc2c1C(=O)C(=O)N1CCN(c2ccccc2F)CC1,-19%,i,15%,-20%,14%,?,.,15%,-2%
COC(=O)c1ccc(-c2cc(CC3(C(=O)OC)CCN(C(=O)OC(C)(C)C)CC3)on2)cc1,13%,i,17%,-89%[inhibitor],0%,11%,-3%,-10%,2%
CCOC(=O)C1CCCCN1Cc1cccc(OC)c1OC (stereo not given),-11%,i,2%,-12%[57.5 µM],-5%,?,-11%,6%,-3%
Cc1cc(NC(=O)c2ccccc2)n(-c2ccccc2)n1,4%,i,-8%,-6%,-1%,12%,-1%,6%,0%
COc1ccc(S(=O)(=O)N2CCC(C(=O)N[C@H](C(=O)NCc3ccncc3)C(C)C)CC2)cc1,-5%,i,0%,i,1%,-6%,-1%,1%,1%
O=C(CCCc1c[nH]c2ccccc12)N1CCN(c2ccc(N3CCOCC3)nn2)CC1,-2%,i,-7%,-13%,0%,24%,-3%,-3%,0%
CCOc1ccccc1N(CC(=O)NCCc1ccc(OC)c(OC)c1)S(=O)(=O)c1ccccc1,-17%,i,21%,-28%,3%,2%,-5%,2%,3%
Cc1ccc(NC(=O)Cn2nc(-c3ccccc3Cl)ccc2=O)c(Br)c1,6%[0.307 µM],i,9%,i,-16%,6%[0.307 µM],-6%,0%,-1%

# In the list so far, these contain bromine.
SMILES,GLP1R cytotox,Akt phos inh,FUS suppressor,PTHR1 ag,TDP-43 yeast inh,GLP-1R inv ag,Abeta yeast res,aSyn yeast inh,MmCpn inh
CCCCC(=O)Nc1ccc(C(=O)NNC(=O)c2ccccc2Br)cc1,13%,i,?,-13%[57.5 µM],-18%,-12%,-10%,1%,0%
Cc1ccc(NC(=O)Cn2nc(-c3ccccc3Cl)ccc2=O)c(Br)c1,6%[0.307 µM],i,9%,i,-16%,6%[0.307 µM],-6%,0%,-1%
